Compound activity (PubChem BioAssay)
TR SRC2 fluor cs: Total Fluorescence Counterscreen for Inhibitors of the Interaction of Thyroid Hormone Receptor and Steroid Receptor Coregulator 2. TRb/SRC2 Texas Red total fluorescence interference. Potency, µM (highest dose often 106 µM), inactives show top-dose fluorescence change, negative = quenching. 0.29% of 280,000 active; active = well fitted curve in either direction with a large enough effect; inconclusive = small, poorly fitted or top-dose-only effect
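Human TRb ligand-binding domain at 0.6 uM with 20 nM Texas Red SRC2 peptide in Tris buffer containing 1 uM T3 and 5% DMSO, incubated with compound 5 h at ambient temperature. Total fluorescence (555/632 nm) calculated as parallel + 2 × perpendicular.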
GAA glycogen mod: qHTS Assay for Inhibitors and Activators of Human alpha-Glucosidase Cleavage of Glycogen. recombinant GAA, glycogen substrate, Amplex Red glucose oxidase fluorescence. Potency, µM (doses to about 76.4 µM), inactives show at the highest dose activity change, negative = inhibition, hits mostly inhibitors. 0.38% of 300,000 active. AID 2100, 2009;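 also: 0% = full enzyme reaction and -100% = no-enzyme basal signal; the screen sought inhibitors and activators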
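Recombinant enzyme (4 nM final) with compounds titrated up to 77 uM and bovine liver glycogen (30 ug) in citrate pH 5.0, 0.01% Tween-20, 37 C 40 min. Released glucose detected by Amplex Red/glucose oxidase (Ex 573/Em 610); AC50 from Hill fits.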
TRb-SRC2 inh: qHTS for Inhibitors of the Interaction of Thyroid Hormone Receptor and Steroid Receptor Coregulator 2; Thyroid hormone receptor beta (Homo sapiens), P10828; TRbeta-SRC2 peptide binding, fluorescence polarization; receptor liganded with 1 µM T3; Potency, µM (doses to about 106 µM), for the others: at the top dose activity change, negative = inhibition, most hits filed as inhibitors; 0.065% of 280,000 active; AID 1469, 2008;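 also: plate controls were bound peptide for no effect and peptide without receptor for full effect; nearly all actives have a fitted effect of over 50% in size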
Target sequence (P10828 whole entry, looked up): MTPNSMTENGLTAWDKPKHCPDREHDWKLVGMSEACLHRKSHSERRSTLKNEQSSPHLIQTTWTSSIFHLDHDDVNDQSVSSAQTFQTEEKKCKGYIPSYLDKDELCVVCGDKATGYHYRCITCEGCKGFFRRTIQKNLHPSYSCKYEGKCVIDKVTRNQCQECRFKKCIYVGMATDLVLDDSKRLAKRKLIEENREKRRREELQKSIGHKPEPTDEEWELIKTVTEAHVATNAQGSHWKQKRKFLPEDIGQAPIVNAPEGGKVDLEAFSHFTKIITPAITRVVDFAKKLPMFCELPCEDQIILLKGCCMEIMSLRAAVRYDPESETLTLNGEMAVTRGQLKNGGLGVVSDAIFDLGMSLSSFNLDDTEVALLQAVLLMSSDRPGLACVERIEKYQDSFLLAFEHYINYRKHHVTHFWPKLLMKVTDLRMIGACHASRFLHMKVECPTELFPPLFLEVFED
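Polarization signal, normalized between peptide-alone and full complex controls, measured compound effects on T3-liganded human TRb LBD (0.6 uM) binding 20 nM Texas Red SRC2 peptide after 5 hr.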
Numbers without * were called inactive; ? = inconclusive; · = no result given; [ ] = another dose, or the depositor's remark. Unless noted, calls follow the shape of the dose curve; as a rule, active = well fitted curve in the direction sought with a large enough effect; inconclusive = small, poorly fitted or top-dose-only effect, or another doubt; inactive = no such curve, though single readings can be large; an effect the other way counts as inactive or inconclusive. Unless noted, % is scaled to controls: 0 for no effect and ±100 for the full control effect; potency is read from the fitted curve at half-maximal effect. Some of the compounds tested; the hit share may differ from the screen's.

SMILES | TR SRC2 fluor cs | GAA glycogen mod | TRb-SRC2 inh
COc1ccccc1Nc1nc(-c2ccccc2Cl)c2cc(Br)ccc2n1 | ? | -4%[76.3 µM] | -29%[53 µM]
CCN(C(=O)CSc1nnc(-c2cc(OC)c(OC)c(OC)c2)o1)c1ccccc1 | -7% | -7%[76.3 µM] | 4%
Cc1ccc2c(=O)cc(C(=O)Nc3cccc(C(F)(F)F)c3)oc2c1C | -12% | -3%[76.3 µM] | 3%
CC1=C(C(=O)OCC2CCCCC2)C(c2ccc(Cl)cc2Cl)CC(=O)N1 (stereo unspecified) | 0% | 3%[76.3 µM] | -5%
Cc1cccc(N(CC(=O)N(C)Cc2ccccc2)S(=O)(=O)c2ccccc2)c1C | -1% | -15%[76.3 µM] | 9%
CCS(=O)(=O)c1ncc(N(Cc2ccco2)Cc2ccccc2F)c(C(=O)Nc2cccc(Cl)c2)n1 | 4% | 10%[76.3 µM] | 1%
O=C(c1ccc([N+](=O)[O-])cc1)N(Cc1ccco1)c1ccccn1 | 5% | 10%[76.3 µM] | -1%
CCCCn1c(=O)c2oc3ccccc3c2n(Cc2cccc(C)c2)c1=O | -1% | 12%[76.3 µM] | -3%
O=C1[C@@H]2CSC(c3ccc(F)cc3)N2C(=O)N1c1ccc(Cl)cc1 (stereo partly specified) | 0% | 8%[76.3 µM] | 4%
Cc1ccc2oc(-c3ccc(Cl)c(NC(=O)c4cc5ccccc5o4)c3)nc2c1 | -2% | -10%[76.3 µM] | 0%
O=C(NCc1ccc(F)cc1)C1CCN(c2ncnc3c2nc2n3CCCCC2)CC1 | 2% | -1%[76.3 µM] | -3%
Cc1ccc(C(=O)Nc2ccc(OCc3cc(=O)n4c(C)csc4n3)cc2)cc1 | -2% | -4%[76.3 µM] | 3%

As entered above.
O=C1[C@@H]2CSC(c3ccc(F)cc3)N2C(=O)N1c1ccc(Cl)cc1 (stereo partly specified) in GAA glycogen mod → 8%[76.3 µM]
O=C(NCc1ccc(F)cc1)C1CCN(c2ncnc3c2nc2n3CCCCC2)CC1 in TRb-SRC2 inh → -3%
Cc1cccc(N(CC(=O)N(C)Cc2ccccc2)S(=O)(=O)c2ccccc2)c1C in TR SRC2 fluor cs → -1%
CCS(=O)(=O)c1ncc(N(Cc2ccco2)Cc2ccccc2F)c(C(=O)Nc2cccc(Cl)c2)n1 in GAA glycogen mod → 10%[76.3 µM]
Cc1ccc2c(=O)cc(C(=O)Nc3cccc(C(F)(F)F)c3)oc2c1C in TRb-SRC2 inh → 3%

(further entries)
SMILES | TR SRC2 fluor cs | GAA glycogen mod | TRb-SRC2 inh
COCCCNC(=O)Cn1c(=O)n(-c2ccc(Cl)cc2)c(=O)c2c3c(sc21)CCCCC3 | 6% | -8%[76.3 µM] | 6%
CCN(Cc1nc(-c2cccc(C)c2)no1)S(=O)(=O)c1ccc(C)cc1 | 0% | 7%[76.3 µM] | -4%
COC(=O)c1ccc2nc(C)cc(Nc3ccc(O)cc3)c2c1 | -3% | ? | 1%
CC(C)CN(CCCNC(=O)CN1N=C(c2ccc(Cl)cc2)CCC1=O)CC(C)C | -3% | -4% | -4%
O=C(CN1C(=O)COc2ccc(S(=O)(=O)NC3CCCC3)cc21)Nc1ccc(Cl)cc1F | -24% | 11%[76.3 µM] | 0%
Cc1c(F)cccc1NC(=O)C1CCCN1S(=O)(=O)c1ccc(F)cc1 (stereo unspecified) | ? | -8%[76.3 µM] | -13%
CN(Cc1ccccc1)c1ccc(-c2nc(-c3ccccc3)no2)cc1[N+](=O)[O-] | -2% | -5%[76.3 µM] | 5%
Cc1[nH]c2ccccc2c1C1(O)C(=O)N(Cc2ccccc2)c2ccc(Br)cc21 (stereo unspecified) | -6% | -11%[76.3 µM] | 9%
CCOc1ccc(-c2nn(-c3ccccc3)cc2C2NC(=O)NC(C)=C2C(=O)OC(C)C)cc1C (stereo unspecified) | -3% | -5%[76.3 µM] | 0%
O=C(NC1CCN(Cc2ccccc2)CC1)c1ccc(Cn2c(=O)c3ccccc3n(Cc3ccccc3)c2=O)cc1 | ? | -7%[76.3 µM] | -2%
CCCN1C(=O)c2ccccc2CC1(C)C(=O)NC1CCCCC1 (stereo unspecified) | -2% | -9%[76.3 µM] | 1%
COc1ccc(CCNC(=O)C2=C(C)C(=O)OC23CCCCC3)c(OC)c1 | -8% | 12%[76.3 µM] | -1%
CCOc1ccc(S(=O)(=O)N2CCN(c3c(C)cccc3C)CC2)c2ccccc12 | 3% | 3%[76.3 µM] | 6%
O=C(c1ccc2c(c1)OCO2)c1cn(Cc2ccc(F)cc2)c2ccccc2c1=O | -9% | 11%[76.3 µM] | 8%
Cc1cc(C)n2c(Nc3cccc(C(F)(F)F)c3)c(-c3ccsc3)nc2n1 | -1% | ? | 2%
Cc1cc(NC(=O)c2ccc(Br)o2)cc(-c2nc3ccccc3o2)c1O | 5% | -10%[76.3 µM] | 13%
COc1cc(C(=O)Nc2ccc3nc(SCc4ccc(C)cc4)sc3c2)cc(OC)c1OC | 12% | -9%[76.3 µM] | 4%
COc1ccc2c(CNCc3ccc(Cl)cc3)c(C(=O)O)n(Cc3ccccc3C)c2c1 | -2% | -7%[76.3 µM] | 5%
N#Cc1ccc(NC2=NS(=O)(=O)c3ccccc32)cc1 | 1% | 3%[76.3 µM] | -7%
Cc1ccc(-c2cc(C(=O)N3CCN(S(=O)(=O)c4ccc(Br)s4)CC3)[nH]n2)cc1C | -6% | 10%[76.3 µM] | 9%
CCCOc1ccc(C2CC(=O)Nc3c2c(C)nn3-c2nncc(-c3cccc(OC)c3)n2)cc1OC (stereo unspecified) | -2% | -8%[76.3 µM] | -2%
CC(=O)N1CCc2c(sc3c2c(=O)n(CCc2ccccc2)c(=O)n3Cc2ccccc2C)C1 | -5% | -9%[76.3 µM] | -2%
Cn1nc(-c2ccccc2F)c2cc(C(=O)N3CCN(c4ccc(F)cc4)CC3)sc21 | -2% | -19%[76.3 µM] | 6%
Cc1nc(CC(=O)Nc2ccc(N(C)C)cc2)cs1 | 0% | ? | -2%
O=C(Nc1nnc(N2CCCCCC2)s1)Nc1ccccc1C(F)(F)F | -7% | -8%[76.3 µM] | 3%
Cc1ccccc1OCC(=O)NCC(c1ccc(Cl)cc1)N1CCCCC1 (stereo unspecified) | -10% | -7%[76.3 µM] | -2%
CCc1cccc(C)c1NC(=O)Cn1ncc2c3ccccc3n(Cc3ccccc3)c2c1=O | -2% | 14%[76.3 µM] | 8%
Cc1ccc(CCNC(=O)c2ccc3c(=O)n(-c4ccc(C)cc4)c(=O)[nH]c3c2)cc1 | -1% | 15%[76.3 µM] | -3%
COc1ccc(OC(=O)c2nc(SCc3ccccc3F)ncc2Cl)cc1 | -2% | -3%[76.3 µM] | -1%
O=C(c1ccccc1)c1ccc2nc(N3CCN(c4ccccc4)CC3)c3nncn3c2c1 | 0% | 7%[76.3 µM] | 3%
CCS(=O)(=O)N1CCc2cc(C(=O)NCc3ccccc3Cl)ccc21 | -1% | -1%[76.3 µM] | -7%
COc1ccc(OC)c(NC(=O)COCc2cc(-c3ccc(F)cc3)on2)c1 | 3% | -8%[76.3 µM] | 1%
COc1ccc(Nc2nc3c(S(=O)(=O)c4ccccc4)nnn3c3ccsc23)cc1OC | -3% | · | 0%
Cc1c(C(=O)NCCN(C)C)oc2c1-c1nn(Cc3cccc(Cl)c3)cc1CC2 | 4% | 16%[76.3 µM] | -3%
Cc1ccc2occ(-c3cc(-c4ccc(Cl)cc4)nc4c3COc3ccccc3-4)c(=O)c2c1 | 3% | -3%[76.3 µM] | -1%
Cc1ccc(/C=C(\C#N)C(=O)Nc2cc(C)ccc2C)cc1 | 4% | -2%[76.3 µM] | -7%
CCCC1=Nc2cc(C(=O)NCCc3ccc(OCC)cc3)ccc2Sc2ccccc21 | 1% | 8%[76.3 µM] | 0%
Cn1c(SCC(=O)c2ccc(F)cc2)nnc1-c1ccccc1Br | ? | -10%[76.3 µM] | 4%
COc1ccc(C)cc1NC(=O)C1CCN(S(=O)(=O)c2cc(Br)cc3c2N(C(C)=O)CC3)CC1 | -16% | 4%[76.3 µM] | 10%
O=C(Nc1ccc2nc(SCC(=O)N3CCCC3)sc2c1)c1ccccc1 | ? | 9%[76.3 µM] | -3%
Cc1c(CNC(C)CCc2ccccc2)c(C(=O)O)c(C)n1Cc1ccc(F)cc1Cl (stereo unspecified) | -1% | 2%[76.3 µM] | 1%
CCc1ccc(NC(=O)c2sc3nc(C)c(C(=O)Nc4ccc(C)cc4C)c(-c4ccco4)c3c2N)cc1 | -3% | 11%[76.3 µM] | -13%
Cc1ccc(C)c(N2CCN(c3nc4ccccc4c4nc(CCn5nc(C)cc5C)nn34)CC2)c1 | -1% | -14%[76.3 µM] | 1%
Cc1c(NC(=O)c2cc3ccccc3o2)cccc1-c1nc2ccccc2o1 | 7% | -2%[76.3 µM] | 3%
COc1cc(C2CC(=O)Nc3c2c(=O)n(C)c2ncnn32)cc(OC)c1OC (stereo unspecified) | 3% | 11%[76.3 µM] | -3%
CCn1c(C(=O)NCCc2ccc(S(N)(=O)=O)cc2)cc2sc(Cl)cc21 | ? | 21%[76.3 µM] | -2%
CN(c1ncnc2onc(-c3cccc(Cl)c3)c12)C1CCCCC1 | -1% | -21%[76.3 µM] | 3%
CCOC(=O)Cn1c(C2CC(=O)N(c3ccc(C)cc3)C2)nc2ccccc21 (stereo unspecified) | 0% | 9%[76.3 µM] | 9%
Cn1c(=O)c2c(nc(SCC(=O)Nc3ccc(F)cc3)n2Cc2ccccc2)n(C)c1=O | 0% | 16%[76.3 µM] | -4%
COC(=O)c1ccccc1NC(=O)CCc1c(C)nc2c(c(C)nn2-c2ccccc2)c1C | -2% | -1%[76.3 µM] | -4%
CCCC(O)c1nc2ccccc2n1CCCOc1ccc(Cl)cc1 (stereo unspecified) | 0% | -6%[76.3 µM] | 4%
CCOc1ccc(OCC)c(NC(=O)Cn2ncc3c4ccccc4n(Cc4ccccc4)c3c2=O)c1 | -2% | -7%[76.3 µM] | -1%
N#Cc1ccc(NC(=O)COCc2cc(-c3ccc4c(c3)OCO4)on2)cc1 | -12% | 9%[76.3 µM] | 3%
CCOC(=O)CN1C(C(=O)c2ccccc2)=C(OC(=O)c2ccccc2)c2ccccc2S1(=O)=O | 0% | 9%[76.3 µM] | 7%
COc1ccc(NC(=O)C2CCN(S(=O)(=O)c3c(C)noc3/C=C/c3cccs3)CC2)cc1 | -1% | 17%[76.3 µM] | -6%
CCC(=O)N1CCc2cc(Br)cc(S(=O)(=O)CCC(=O)NCc3ccccc3OC)c21 | 0% | 13%[76.3 µM] | -5%
COc1ccc(Cl)cc1NC(=O)CCC(=O)N1CCOc2ccccc21 | 1% | 3%[76.3 µM] | 0%
Cc1nc2nc(NC(=O)c3ccccc3F)[nH]n2c(=O)c1Cl | -2% | 16%[76.3 µM] | -4%
O=C(CCn1c(=O)c2cccn2c2cccnc21)NCc1ccc(Cl)cc1 | -1% | 14%[76.3 µM] | 1%
Cc1cccc2nc(-c3cccc(NS(=O)(=O)c4ccccc4)c3)cn12 | -4% | 9%[76.3 µM] | 0%
Other records.
SMILES | TR SRC2 fluor cs | GAA glycogen mod | TRb-SRC2 inh
Cc1ccc2nc(-c3ccsc3)c(Nc3ccc(Cl)cc3)n2c1 | -13% | -28%[76.3 µM] | 4%
Cc1cc(C)n(-c2nc3cc(Cl)ccc3nc2Nc2ccc(CC(=O)O)cc2)n1 | -1% | -9%[76.3 µM] | 9%
CCNc1sc(S(C)(=O)=O)nc1S(=O)(=O)c1ccc(C)cc1 | -5% | -4%[76.3 µM] | 6%
O=C(Nc1cc(-c2nc3ccccc3o2)ccc1Cl)c1ccc(Br)o1 | -2% | -9%[76.3 µM] | -2%
Cn1c(=O)c2c(nc(SCC(=O)Nc3ccccc3)n2Cc2ccccc2F)n(C)c1=O | 3% | -6%[76.3 µM] | 4%
CC1CCN(S(=O)(=O)c2ccc3c(c2)N(CC(=O)NCc2ccccc2Cl)C(=O)CO3)CC1 | 0% | -11%[76.3 µM] | 2%

Record cards, from the list above.
Shown for Cc1ccc2nc(-c3ccsc3)c(Nc3ccc(Cl)cc3)n2c1 = TR SRC2 fluor cs = -13%; GAA glycogen mod = -28%[76.3 µM]; TRb-SRC2 inh = 4%
Shown for Cc1cc(C)n(-c2nc3cc(Cl)ccc3nc2Nc2ccc(CC(=O)O)cc2)n1 = TR SRC2 fluor cs = -1%; GAA glycogen mod = -9%[76.3 µM]; TRb-SRC2 inh = 9%
Shown for Cn1c(=O)c2c(nc(SCC(=O)Nc3ccccc3)n2Cc2ccccc2F)n(C)c1=O = TR SRC2 fluor cs = 3%; GAA glycogen mod = -6%[76.3 µM]; TRb-SRC2 inh = 4%
